Screens (PubChem BioAssay)
Kir21 block – blocks the mouse Kir2.1 inward-rectifier potassium channel | HEK293-Kir2.1, FluxOR thallium flux fluorescence; hits give low values | B-score at 10 µM | hit rate 0.85% among 310,000 | AID 1672;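 active = fluorescence ratio B-score at or below minus 3 SD of library scores, with starting-brightness B-score within 2 SD, cut at about -4.2 in these data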;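 note: channel flux triggered by added potassium and thallium sulfate stimulus; B-score of peak minus minimum fluorescence over baseline after thallium stimulus; more negative B-score means stronger Kir2.1 block with less thallium influx; some compounds called inactive have numbers as strong as hits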
KCNQ2 inh – KCNQ2 potassium channel inhibitors, primary screen, cell-based, CHO-K1, FluxOR thallium flux, B-score (AID 2156); 20 min; hits give low values; O88943; B-score at 10 µM; hit rate 1.1% among 310,000;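 active = fluorescence ratio B-score at most minus 3 library SDs, with starting brightness B-score within 2 library SDs, cut at about -5.5 in these data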
Target sequence (O88943 whole entry, looked up): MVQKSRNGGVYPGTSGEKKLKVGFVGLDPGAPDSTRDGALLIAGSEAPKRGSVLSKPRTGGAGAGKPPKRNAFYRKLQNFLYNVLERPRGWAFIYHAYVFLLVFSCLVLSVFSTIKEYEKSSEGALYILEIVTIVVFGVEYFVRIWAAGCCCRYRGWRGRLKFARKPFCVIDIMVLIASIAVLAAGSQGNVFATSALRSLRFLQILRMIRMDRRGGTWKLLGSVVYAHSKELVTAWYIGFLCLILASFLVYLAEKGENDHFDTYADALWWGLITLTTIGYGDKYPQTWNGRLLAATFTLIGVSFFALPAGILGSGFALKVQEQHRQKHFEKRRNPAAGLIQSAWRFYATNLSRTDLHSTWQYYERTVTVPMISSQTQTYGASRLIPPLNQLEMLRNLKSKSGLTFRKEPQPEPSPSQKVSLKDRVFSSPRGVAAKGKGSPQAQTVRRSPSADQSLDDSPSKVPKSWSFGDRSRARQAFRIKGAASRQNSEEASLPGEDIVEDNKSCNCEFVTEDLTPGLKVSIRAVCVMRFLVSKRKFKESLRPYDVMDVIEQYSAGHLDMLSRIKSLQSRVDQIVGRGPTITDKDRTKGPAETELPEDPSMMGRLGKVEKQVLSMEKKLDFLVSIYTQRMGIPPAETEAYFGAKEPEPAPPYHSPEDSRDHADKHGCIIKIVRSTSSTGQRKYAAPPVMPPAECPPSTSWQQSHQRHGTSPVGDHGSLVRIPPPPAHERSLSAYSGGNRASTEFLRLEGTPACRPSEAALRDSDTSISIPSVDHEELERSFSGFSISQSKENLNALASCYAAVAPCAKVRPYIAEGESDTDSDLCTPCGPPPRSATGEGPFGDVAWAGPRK
Active calls of the source: *; i = inactive.

nr	KCNQ2 inh	Kir21 block	mol
1	i	-3.6	Cc1[nH][nH]c(=O)c1C(c1ccc(-c2ccc(Cl)c(Cl)c2)o1)c1c(C)[nH][nH]c1=O
2	i	-0.82	S=c1[nH]nc(Nc2ccccc2Cl)s1
3	i	0	Cc1cccc(OCC(=O)N2CCC(N3CCCCCC3)CC2)c1
4	i	0.58	COC(Cc1nnc(SC)n1-c1ccccc1)OC
5	i	0.7	CCOC(=O)c1ccc(NC2Nc3cc(C)nn3S2)cc1 (stereo not given)
6	i	0	O=C(Nc1ccc(S(=O)(=O)N2CCCC2)cc1)Nc1ccc(F)cc1F
7	i	-0.84	COc1ccc(CC(=O)Nc2ccc(N(C)C)c3ccccc23)cc1
8	i	1.1	CNc1nc(Nc2ccc(C)c(Cl)c2)nc(N)c1[N+](=O)[O-]
9	i	-0.29	O=C(NC1CCOCC1)C1CCC(=O)N(CCc2ccc(Cl)cc2)C1 (stereo not given)
10	i	-0.1	O=c1c2c3c(sc2nc(NCCOCCO)n1Cc1ccco1)CCCCC3
11	i	0.05	CCOC(=O)c1cnn(-c2nc(-c3ccc(F)cc3)cs2)c1C(F)(F)F
12	i	1.4	O=C(c1ccco1)N1CCN(Cc2nc3ccc([N+](=O)[O-])cc3c(=O)n2-c2ccccc2F)CC1
13	i	-1.2	CCCc1cc(=O)n2[nH]c(C)cc2n1
14	i	1.4	COc1ccc(N(CC(=O)Nc2cccc3ccccc23)S(C)(=O)=O)cc1
15	i	-0.76	O=C(C[n+]1ccc2ccccc2c1)c1cccc2ccccc12
16	i	1.6	O=C1Nc2c(c(=O)[nH]c(=O)n2-c2ccccc2)C1(Nc1ncccn1)C(F)(F)F (stereo not given)
17	i	-0.7	COc1ccccc1CNc1ncnc2c1nnn2Cc1ccccc1
18	i	0.63	Cc1coc2cc3oc(=O)c4c(c3cc12)CCCC4
19	i	2	Cc1cc(C)c2oc(-c3cccc(N)c3)nc2c1
20	i	0	NC(=O)CSc1nnc(-c2ccc(S(=O)(=O)N3CCCC3)cc2)n1Cc1ccco1

Five entries picked at random from the list so far:
nr	KCNQ2 inh	Kir21 block	mol
4	i	0.58	COC(Cc1nnc(SC)n1-c1ccccc1)OC
6	i	0	O=C(Nc1ccc(S(=O)(=O)N2CCCC2)cc1)Nc1ccc(F)cc1F
11	i	0.05	CCOC(=O)c1cnn(-c2nc(-c3ccc(F)cc3)cs2)c1C(F)(F)F
16	i	1.6	O=C1Nc2c(c(=O)[nH]c(=O)n2-c2ccccc2)C1(Nc1ncccn1)C(F)(F)F (stereo not given)
19	i	2	Cc1cc(C)c2oc(-c3cccc(N)c3)nc2c1

Three compounds already listed, sorted by the value under Kir21 block, descending:
| nr | SMILES | KCNQ2 inh | Kir21 block |
| --- | --- | --- | --- |
| 12 | O=C(c1ccco1)N1CCN(Cc2nc3ccc([N+](=O)[O-])cc3c(=O)n2-c2ccccc2F)CC1 | i | 1.4 |
| 3 | Cc1cccc(OCC(=O)N2CCC(N3CCCCCC3)CC2)c1 | i | 0 |
| 1 | Cc1[nH][nH]c(=O)c1C(c1ccc(-c2ccc(Cl)c(Cl)c2)o1)c1c(C)[nH][nH]c1=O | i | -3.6 |

(cont.)
nr	KCNQ2 inh	Kir21 block	mol
21	i	0.96	CC(=O)N1CCOc2ccc(S(=O)(=O)Nc3ccc(C)cn3)cc21
22	i	-0.72	COC(=O)c1cc(S(=O)(=O)N2CCN(c3ccccc3OC)CC2)cn1C
23	i	0.89	CCCCCCCCCCCC(=O)N1CC(=O)NC(=O)C1
24	i	0.61	CCCC1CC(CSc2ncn[nH]2)OC1=O (stereo not given)
25	i	0.75	CSc1ccccc1C(=O)N(CC1CCCO1)c1c(N)n(Cc2ccccc2)c(=O)[nH]c1=O (stereo not given)
26	i	0.24	CC1=C(C(=O)Nc2ccc(C)cc2)C(c2ccc(N(C)C)cc2)NC(=O)N1 (stereo not given)
27	i	0.04	COc1ccc(C2/C=C\CN(C(=O)Oc3ccc(C(F)(F)F)cc3)CC(=O)N2Cc2ccc(F)cc2)cc1 (stereo not given)
28	i	-0.56	CN(C(=O)COc1cc(=O)n(C)c2ccccc12)c1ccc(Cl)cc1
29	i	1	Cc1ccc2nc(NC(=O)CSCc3ccccc3)sc2c1
30	i	-1.1	N#Cc1c(C#N)c(O)c2ccccc2c1O
31	i	1.1	Cc1c(CC(=O)N[C@@H](C)C(=O)O)c(=O)oc2c(C)c3occ(-c4ccccc4)c3cc12
32	i	0	COc1ccc(CC(=O)Nc2cc(C)on2)cc1OC
33	i	-0.65	CN(C)S(=O)(=O)c1cccc(NC(=S)N(CCC#N)Cc2cccnc2)c1
34	i	0.98	Cc1cc(NC(=O)COc2ccc(Cl)cc2Cl)n(-c2ccccc2)n1
35	i	1.6	Cc1ccc(NC2=CC(=O)CC(C)(C)C2)cc1Cl
36	-5.8*	-0.45	Cc1cc(OC2CCCCC2)nc(-c2ccccc2O)n1
37	i	0.19	CN(C)/C=c1\sc2c(C#N)cc(C(=O)c3ccc(Br)cc3)n2c1=O
38	i	-0.59	COc1ccc(NC(=O)C(NC(=O)Cc2cccs2)c2ccc(C)cc2)cc1 (stereo not given)
39	i	1	Cc1ccc(CSCCC(=O)NCCc2ccc(Cl)cc2)cc1
40	i	-0.24	Cc1cccc(C(=O)Nc2nnc(S(=O)(=O)N3CCOCC3)s2)c1
41	i	0.2	CCCCNC(=O)c1nn2c(C(F)(F)F)cc(-c3ccccc3)nc2c1Br
42	i	-0.01	COC(=O)NCCOc1nc(N(C)C)nc(N(C)C)n1
43	-6.8*	0.41	O=C(/C=C/c1cccs1)N1CCC2(CC1)Oc1ccc(Cl)cc1C(=O)C21CC(c2cccnc2)=NO1 (stereo not given)
44	i	0.71	COc1ccc(C2/C=C\CN(Cc3ccc(N(C)C)cc3)CC(=O)N2Cc2ccc(F)cc2)cc1 (stereo not given)
45	i	1	CCCC1C(C(=O)OCC)=C(C)NC(C)=C1C(=O)OCC
46	i	0.04	COc1ccc(S(=O)(=O)NCc2ccncc2)cc1NC(=O)c1ccc(Cl)cc1
47	i	1.6	Cc1cc(=O)[nH]c(N/N=C/c2ccc(N(C)C)cc2)n1
48	i	-0.3	CCCCN(C)CCCN1C(=O)C2C(C(=O)Nc3cccc(OC)c3)C3C=CC2(O3)C1C(=O)NC1CCCCC1C (stereo not given)
49	i	-1.1	COc1ccc(CN2CCc3ccccc3C2)c(OC)c1OC
50	i	-0.13	CCc1ccc(-c2nn[nH]n2)cc1
51	i	-1.3	c1ccc2c(c1)ncn2CCOCCOCCn1cnc2ccccc21
52	i	0.05	O=C(CCN1CCCCC1)c1ccccc1
53	i	-0.48	O=c1[nH]c(Nc2ccccc2)cc2cc(Br)ccc12
54	i	0.18	Cc1ccc(S(=O)(=O)NNC(=O)Nc2cccc3ccccc23)cc1
55	i	0.88	Cc1nc2c3ccccc3nc(NNC(=O)CCC(=O)N3CCCC(C)C3)n2n1 (stereo not given)
56	i	0.43	CCn1c(C2CCN(Cc3ccccc3)CC2)n[nH]c1=S
57	i	-0.79	N#CC1=C(N)Oc2c(oc(CO)cc2=O)C12C(=O)Nc1ccc(Cl)cc12 (stereo not given)
58	i	-0.11	FC(F)Sc1ccc(Nc2ncnc3nc[nH]c23)cc1
59	i	0.11	O=C(NCCc1ccc(Cl)cc1)C1CCN(c2ncccn2)CC1
60	i	-0.49	Cc1ccc(CNC(=O)CCc2nc3ccccc3c(=O)[nH]2)cc1

Compound profiles, as listed above.
Record of COC(=O)NCCOc1nc(N(C)C)nc(N(C)C)n1 : KCNQ2 inh = i; Kir21 block = -0.01
Record of Cc1nc2c3ccccc3nc(NNC(=O)CCC(=O)N3CCCC(C)C3)n2n1 (stereo not given) : KCNQ2 inh = i; Kir21 block = 0.88
Record of N#CC1=C(N)Oc2c(oc(CO)cc2=O)C12C(=O)Nc1ccc(Cl)cc12 (stereo not given) : KCNQ2 inh = i; Kir21 block = -0.79

Following part:
nr	KCNQ2 inh	Kir21 block	mol
61	i	0.13	FC(F)(F)c1cc(-c2ccccc2)nc(N2CCCCC2)n1
62	i	0.42	Cc1sc2ncn(CC(=O)NCCCC(=O)NCc3ccc(F)cc3)c(=O)c2c1C
63	i	-1	Cc1noc(/C=C/c2ccco2)c1S(=O)(=O)N1CCC(C(=O)N(C)Cc2ccccc2)CC1
64	i	0.15	COc1ccccc1C(=O)Nc1sc(C(=O)N2CCCC2)c(C)c1C#N
65	i	-0.67	Cc1nc2ccc(S(=O)(=O)NC(C(=O)N3CCn4c3nc3ccccc34)C(C)C)cc2s1 (stereo not given)
66	i	1.4	COc1ccccc1OCC(O)CN1CCOCC1 (stereo not given)
67	i	-2.4	COc1cccc(N(CC(=O)Nc2ccc3c(c2)OCO3)S(=O)(=O)c2ccccc2)c1
68	i	0.23	CC(=O)NC(Cc1ccccc1)C(=O)NC1CCN(C(=O)c2ccc([N+](=O)[O-])cc2)CC1 (stereo not given)
69	i	-1.6	Cc1cc(C)c(S(=O)(=O)Nc2ccc(Cl)cn2)c(C)c1
70	i	-0.2	Oc1ccc(-c2csc(Nc3ccccn3)n2)c(O)c1
71	-8.9*	-0.55	COc1ccccc1NC(=O)c1cc(-c2cc(OC)c(OC)c(OC)c2)nc2ccccc12
72	i	0.28	COc1ccccc1-c1ccc(SCc2ccc([N+](=O)[O-])cc2)nn1
73	i	0.47	NC(=O)c1nn(Cc2ccccc2)c(=O)c2ccccc12
74	i	0.51	Cc1ccc(-c2csc(N(C)C(=O)c3c(C)nn(-c4ccccc4)c3Cl)n2)cc1
75	i	-1.2	O=C(NC1CCCc2ccccc21)c1ccccc1Br (stereo not given)
76	i	1.5	O=C(COc1ccc(Cl)cc1Br)Nc1ccccc1N1CCCC1
77	i	0.24	CCCn1c(SCC(=O)NCc2ccccc2)n[nH]c1=O
78	i	0.33	O=C1CCCN1c1ccc(S(=O)(=O)NCc2ccco2)cc1
79	i	-0.27	O=C(c1cc(-c2ccccc2)nc2ccccc12)N1CCN(c2ccccn2)CC1
80	i	0.04	Cc1ccc(NC(=O)N(CCCN2CCOCC2)Cc2cc3cc4c(cc3[nH]c2=O)OCO4)cc1
81	i	-0.38	Cn1c(CN2CCCC2)nc2cc(NC(=O)c3ccco3)ccc21
82	i	-1	CCOC(=O)C1(Cc2ccccc2C)CCCN(C(=O)c2ccc3nccnc3c2)C1 (stereo not given)
83	i	0.85	COc1ccc(CCNC(=O)c2c(O)c3ccccc3n(C)c2=O)cc1
84	i	1.2	O=C(NCCN1CCNC1=O)C1CCC(=O)N(Cc2ccccc2F)C1 (stereo not given)
85	i	1.4	Cc1ccccc1NC(=O)C1COc2ccccc2O1 (stereo not given)
86	i	-1.9	Cc1cccc2cc(CN(Cc3cccs3)C(=S)NCC3CCCO3)c(=O)[nH]c12 (stereo not given)
87	i	0.77	COc1ccc2nc(N/C(N)=N/C(=S)Nc3ccccc3)nc(C)c2c1
88	i	0.95	O=C(COc1ncnc2ccc(Br)cc12)N1CCOCC1
89	i	0.02	CC(=O)N1Cc2[nH]c3ccccc3c2CC1C(=O)O (stereo not given)
90	i	-0.08	O=C1C(c2ccccc2)SC(=Nc2ccccc2)N1S(=O)(=O)c1ccccc1 (stereo not given)
91	i	-2.7	COc1cccc(NC(=O)CSc2nn3c(=O)c(C)nnc3s2)c1
92	i	-1.2	Cc1cccc(N2CC(C(=O)Nc3ccc(S(=O)(=O)N4CCOCC4)cc3)CC2=O)c1C (stereo not given)
93	i	0.01	CC(=O)/C(=N/Nc1ccc(Br)cc1)Sc1cccc2cccnc12
94	i	-0.13	COc1ccccc1CN(Cc1cc2c(C)ccc(C)c2[nH]c1=O)Cc1nnnn1Cc1ccco1
95	i	0.28	COc1ccc(NC(=O)c2cc(C(=O)Nc3ccc(OC)cc3OC)cc([N+](=O)[O-])c2)c(OC)c1
96	i	1.4	COC(=O)c1ccccc1NC(=O)CCCn1nc([N+](=O)[O-])cc1C
97	i	-0.17	CCOC(=O)C(NC(=O)c1ccccc1Cl)(Nc1ccc(C(F)(F)F)cc1)C(F)(F)F (stereo not given)
98	i	-1.4	Cc1ccc(C(=O)OCC(=O)Nc2cc(C(C)(C)C)nn2-c2ccccc2)c(O)c1
99	i	0.06	CCc1nnc(NS(=O)(=O)c2ccc(NC(=O)c3cc(Cl)ccc3[N+](=O)[O-])cc2)s1
100	i	0.3	Cc1cccc(CS(=O)(=O)Cc2ccc(C(=O)O)o2)c1
101	i	-1.6	O=C(CSC1=Nc2ccccc2C2CC=NN12)Nc1ccc(F)cc1Cl (stereo not given)
102	i	0.03	COc1ccc(CCNC(=O)C2CC2)cc1OC
103	i	1.2	COc1ccc(C(CC(=O)Nc2ncccc2C)N2Cc3ccccc3C2=O)cc1OC (stereo not given)
104	i	1.6	CC(C)CNc1nc(Oc2ccc(=O)n(C)n2)nc(N2CCOCC2)n1
105	i	0.69	Cc1nc2ccccc2c(=O)n1/N=C/c1ccc(OC(F)F)cc1
106	i	-0.5	NCCCC[C@H](NC(=O)C1CCNCC1)c1nnc([C@@H](N)Cc2ccc(O)cc2)o1
107	i	0.03	O=C(CCn1[nH]c(=O)c2ccccc2c1=O)N1CCOCC1
108	i	0.2	Cc1ccc(-c2nnn(CC(=O)N(CCCO)C(C(=O)NC3CCCC3)c3ccc(F)cc3)n2)o1 (stereo not given)
109	i	-1.7	CC(C)[C@@H](COc1ccccc1)N1CCN(Cc2ccccc2)CCC1=O
110	i	-8.8*	CN1CCN(CC(O)(c2ccc(Cl)cc2)c2ccc(Cl)cc2)CC1
111	i	-0.9	CC(C)N1C(=O)C(Cc2nc3ccccc3c(=O)n2-c2ccccc2)c2ccccc21 (stereo not given)
112	i	0	CC(C)CN1CCC(=O)N(CCO)CC1
113	i	-0.13	CCOC(=O)c1c(CN(CC)CC)oc2cc(Br)c(O)cc12
114	i	-2.3	COc1ccc(C(=O)Nn2c(SCC(=O)NC3CCCCC3)nc3ccccc3c2=O)cc1
115	i	0.14	CC1CCCC(C)N1C(=O)Nc1cccc(Cl)c1 (stereo not given)
116	i	0.67	COc1ccc(C2OCC3(O)C(c4ccc(OC)c(OC)c4)OCC23)cc1OC (stereo not given)
